CaV13 ICDI inh: Primary screen for inhibitors of IQ motif and Ca2+-dependent inactivation inhibitor domain binding in CACNA1D, Förster resonance energy transfer in living cells, … | HEK cells, CFP/YFP FRET ICDI-IQ, plate reader, 10 min; percent FRET-ratio fall versus neutral wells | inhibition, % at 12.3 µM | actives 0.098% (n = 340,000) | AID 743397;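 active = mean replicate inhibition of at least 30% and at least 1% of replicates passing that level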;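 note: 0% = median of the neutral control wells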
iPSC survival up: enhancers of single-cell hiPSC survival, primary screen, ATPlite luminescence; survival enhancement, % at 20 µM; actives 0.044% (n = 360,000); 100% = ROCK inhibitor wells, 0% = DMSO; in the data active = survival enhancement above about 18%;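 note: cells exposed to compounds for 16 hours before the ATP read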
H9c2 protect: cardioprotection against H2O2-induced cell death, primary screen, uHTS, H9c2 cells, ATPLite luminescence. H9c2 cardiomyocytes, H2O2 injury protection, 2 h. protection from H2O2 cell death, % at 20 µM. actives 0.63% (n = 360,000). AID 588492, 2011;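 active = compounds giving at least 50% protection of heart cells from peroxide-induced death in the single-dose screen, raw or plate-pattern-corrected value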;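 note: 0% = DMSO wells with peroxide and 100% = DMSO wells without peroxide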
Peg3 promoter: Peg3 promoter-driven luciferase inhibitors, primary screen, cell-based, HeLa, luciferase luminescence; actives 1.7% (n = 360,000); AID 588405, 2011; inhibition, % at 20 µM; HeLa PEG-Prom luciferase reporter, overnight;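 active = inhibition of at least 50% at 20 µM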
Shn3 inh set2: reduction of Shn3 3'UTR firefly luciferase signal, primary screen, Schnurri-3 inhibitor project, cell-based, Clone20 osteoblasts, set 2. Clone20 osteoblast Shn3 3'UTR firefly luciferase, 24 h. inhibition, % at 12.5 µM. actives 0.52% (n = 360,000);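 active = mean inhibition of at least 75% with every replicate also reaching 75%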;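 note: 0% = median of neutral control wells and 100% = pilot-screen positive control compound; some compounds past the cut are filed as inactive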
m5-HT2A agonist: mouse Htr2a agonists via beta-arrestin recruitment, primary screen, cell-based, luminescence. activation, % at 7.6 µM. actives 0.66% (n = 360,000). CHO-K1 mHTR2A beta-arrestin complementation; percent of 30 µM serotonin response. 5-hydroxytryptamine receptor 2A (Mus musculus), P35363. AID 624169, 2012;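 active = activation above a run cutoff, the mean activation of all tested compounds plus 3 SD, cut at about 14% in these data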;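 note: 0% = plate median of compound wells and 100% = 30 µM serotonin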
Target sequence (P35363 whole entry, looked up): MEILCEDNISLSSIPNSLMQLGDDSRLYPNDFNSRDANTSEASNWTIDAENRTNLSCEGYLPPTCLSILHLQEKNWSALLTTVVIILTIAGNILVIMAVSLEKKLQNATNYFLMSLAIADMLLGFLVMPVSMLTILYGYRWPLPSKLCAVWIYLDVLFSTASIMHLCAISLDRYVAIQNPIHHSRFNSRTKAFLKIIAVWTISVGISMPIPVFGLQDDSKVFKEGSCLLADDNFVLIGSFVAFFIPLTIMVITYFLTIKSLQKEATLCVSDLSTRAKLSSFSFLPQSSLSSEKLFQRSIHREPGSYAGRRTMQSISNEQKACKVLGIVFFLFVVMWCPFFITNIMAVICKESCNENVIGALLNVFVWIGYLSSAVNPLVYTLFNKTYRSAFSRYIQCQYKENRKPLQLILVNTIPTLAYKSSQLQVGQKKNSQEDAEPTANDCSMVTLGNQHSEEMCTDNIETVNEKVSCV
NR2E3 ag-1: inhibitors of NR2E3-RetCOR corepressor binding, primary screen, NR2E3 agonist project, biochemical, TR-FRET, GST-NR2E3, biotin-RetCOR | 1536-well | inhibition of corepressor binding, % at 4.78 µM | AID 2300, 2010 | actives 0.12% (n = 320,000);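 active = percent inhibition above the cutoff of mean plus 3 SD of all tested compounds, set per screening campaign, cut at about 20% in these data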;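 note: 0% = DMSO wells and 100% = biotin wells as full block of FRET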
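Material: NR2E3–RetCOR corepressor complex | Quantity: 1.35 nM GST-tagged NR2E3 final | Schedule: 5 h at 4 °C | Replication: Singlicate compound wells | Reagent: RetCOR corepressor, biotinylated, 7 nM | Controls: Biotin wells as high control, 0.6% DMSO wells as low control | Signal: TR-FRET, Eu(K)-anti-GST donor, streptavidin-D2 acceptor, ex 340, em 617/671 nm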
PDI turbidity: inhibitors of human PDI, primary screen, biochemical, turbidity, single point, plate reader; inhibition, % at 10 µM; AID 588391, 2011; PDI insulin aggregation turbidity, A650, 90 min; actives 0.052% (n = 350,000);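 active = mean inhibition across replicates of 30% or more, whatever share of single replicates reach that level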;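 note: absorbance from insulin aggregation driven by PDI reduction with DTT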
Target sequence (P07237 whole entry, looked up): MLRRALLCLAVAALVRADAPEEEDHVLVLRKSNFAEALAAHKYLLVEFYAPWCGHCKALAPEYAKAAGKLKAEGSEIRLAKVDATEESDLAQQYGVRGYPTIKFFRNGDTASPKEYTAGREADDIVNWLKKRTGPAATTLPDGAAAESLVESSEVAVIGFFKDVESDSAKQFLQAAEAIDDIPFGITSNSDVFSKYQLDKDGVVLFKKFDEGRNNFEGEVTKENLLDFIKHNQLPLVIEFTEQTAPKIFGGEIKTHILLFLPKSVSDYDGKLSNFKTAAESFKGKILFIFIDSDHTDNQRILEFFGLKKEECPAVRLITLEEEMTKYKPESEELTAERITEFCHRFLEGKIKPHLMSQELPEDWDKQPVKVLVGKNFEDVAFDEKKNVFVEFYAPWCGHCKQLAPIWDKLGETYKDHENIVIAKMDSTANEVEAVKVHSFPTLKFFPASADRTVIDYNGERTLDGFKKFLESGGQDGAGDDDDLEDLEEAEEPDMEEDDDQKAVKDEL
HIF-2a block: HIF-2a reporter inhibitors, primary screen, luminescence, 786-0 RCC cells | 786-0 RCC cells HIF-2a reporter, luciferase luminescence, overnight | inhibition, % at 18.8 µM | actives 0.72% (n = 360,000);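 active = inhibition of the luminescence signal of 40% or more relative to plate controls, in a single-dose primary screen at 18.75 µM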
TRPM1 prom inh: inhibitors of MITF-dependent TRPM1 promoter reporter, primary screen, cell-based, SK-MEL-5, single point, luciferase; SK-MEL-5 TRPM1 promoter luciferase, 24 h; inhibition, % at 12.5 µM; actives 0.83% (n = 330,000); AID 488899, 2010;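 active = mean inhibition across replicates of 60% or more, whatever share of single replicates reaches that level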; note: values of inactives mirror those of a sister screen read the other way
NR2E3 ag-2: NR2E3 agonists in two-hybrid cells, primary screen, cell-based, luminescence, CHO-S, Gal4-NCOR/VP16-NR2E3; Photoreceptor-specific nuclear receptor (Homo sapiens), Q9Y5X4; luciferase; inhibition of corepressor binding, % at 3.98 µM; actives 0.35% (n = 360,000); AID 602229, 2012;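 active = inhibition above the mean of all tested compounds plus 3 SD, cut at about 70% in these data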;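 note: 0% = DMSO with NR2E3 transfected cells and 100% = cells lacking NR2E3 construct; higher means lower luciferase signal from less NR2E3 corepressor binding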
* marks the source's active call; other numbers are inactive results; . = no result given.

SMILES | CaV13 ICDI inh | iPSC survival up | H9c2 protect | Peg3 promoter | Shn3 inh set2 | m5-HT2A agonist | NR2E3 ag-1 | PDI turbidity | HIF-2a block | TRPM1 prom inh | NR2E3 ag-2
Cc1onc(-c2c(F)cccc2Cl)c1C(N)=S | -2 | -1.1 | 1 | -6 | 12 | -6 | -1 | 0 | 9 | -1 | 23
CCn1c(SCC(=O)Nc2nc3ccccc3s2)nnc1-c1ccc(OC)cc1 | -3 | 1.5 | -5 | 5 | 0 | 0 | -2 | -10 | -2 | 2 | -2
CCOC(=O)c1sc2nc(C)nc(N3CCN(c4ncccn4)CC3)c2c1C | -2 | -0.3 | 8 | -16 | 3 | 1 | -1 | -1 | -28 | -8 | 1
COc1ccc2cc(C#N)c(NC(C)C)nc2c1 | -5 | 0.9 | 2 | 9 | 8 | -1 | -2 | -5 | -1 | 14 | -35
CC(C)(C)Nc1c(C2CCNCC2)nc2c(OCc3ccccc3)cccn12 | -3 | -3.3 | 10 | -3 | -4 | 0 | . | . | 11 | . | -7
CC1CCCCC12NC(=O)N(CC(=O)NCc1ccccc1)C2=O (stereo unspecified) | -7 | -2.4 | 7 | -3 | -15 | 2 | . | -4 | 5 | -19 | -7
COc1ccccc1CCNC(=O)c1cccc(NC(=O)CC2SC(N3CCCCC3)=NC2=O)c1 (stereo unspecified) | -5 | -2.8 | 16 | -7 | -1 | -7 | . | 5 | -25 | 18 | -29
O=C(Nc1nncs1)c1ccc(Br)c(S(=O)(=O)N2CCCC2)c1 | -5 | 0.2 | -1 | -1 | -2 | 0 | -1 | -6 | -2 | -2 | -18
CN(C(=O)COC(=O)c1cc(S(=O)(=O)N2CCCCC2)ccc1N1CCOCC1)C1CCS(=O)(=O)C1 (stereo unspecified) | -4 | -0.3 | 0 | 2 | -2 | 4 | -3 | 3 | 9 | -5 | -36
O=C(OCc1ccccc1)N1Cc2ccnnc2CC1c1ccccc1Br (stereo unspecified) | -6 | 0.3 | 3 | 9 | -16 | 1 | . | . | 13 | . | 5
Cc1ccc(-n2c(Cc3cccs3)nnc2SCC(=O)Nc2ccc(S(N)(=O)=O)cc2)cc1 | -4 | 3.7 | -3 | 6 | 10 | -5 | 1 | -4 | 18 | -1 | 8
Cc1ccc(-c2nnn(CC(=O)N(CC(=O)NCC3CCCO3)c3ccc(F)c(Cl)c3)n2)o1 (stereo unspecified) | -5 | 4.5 | 1 | 0 | -6 | 1 | 1 | -5 | 13 | 2 | -12
O=C(NC1CCN(C(=S)Nc2ccccc2)CC1)C1CCCCC1 | -2 | 0.0 | 5 | 8 | -6 | -6 | -1 | 0 | 12 | -3 | 3
C/C(CC(=O)NCCN1CCOCC1)=N\NC(=O)c1ccncc1 | -5 | -0.1 | -3 | 19 | -3 | -6 | 0 | -1 | 16 | -93 | 19
Nc1ccc(S(=O)(=O)N2CCC(Cc3ccccc3)CC2)cc1 | -4 | -0.4 | -11 | 9 | -1 | 0 | 1 | -2 | 19 | 10 | -9
N#C/C(=C\c1cccs1)C(=O)c1ccccc1 | -15 | -0.7 | 6 | 7 | 7 | 0 | 6 | 7 | 25 | 2 | 10
COc1ccc(-c2nc(Cn3c(SCc4ccc(C)cc4)nc4ccncc43)c(C)o2)cc1OC | -7 | -3.8 | -21 | -186 | 14 | -1 | 1 | . | -196 | . | 14
O=C1CCCCCN1Sc1ccccc1 | . | -2.1 | -6 | 14 | 1 | -3 | 2 | 3 | 44* | 10 | -13
CC(=O)OCC(=O)Nc1c(C)cccc1C | -6 | 0.6 | -4 | 2 | -2 | 5 | -4 | -3 | 1 | -10 | 9
CCOc1ccccc1NC(=O)Cn1c(=O)c(OCC)nc2cnccc21 | . | -0.6 | -1 | 0 | 8 | -5 | -1 | 1 | 4 | 13 | 6
CCOC(=O)c1c(-c2ccccc2)nc2c(C)cccn12 | -3 | 1.2 | 3 | -4 | -10 | 6 | 1 | -6 | 5 | 9 | 6
O=C(COC(=O)c1cccc(S(=O)(=O)N2CCN(c3ccccc3)CC2)c1)NCc1ccco1 | -2 | -2.4 | 3 | -14 | -3 | 1 | 2 | -7 | 9 | 4 | -5
O=C1N/C(=N/N=C/c2ccc(F)cc2)SC1c1ccccc1 (stereo unspecified) | -5 | 0.0 | -9 | -46 | -14 | -7 | 2 | -31 | -73 | . | -14
CCOC(=O)N1CCN(S(=O)(=O)c2ccc(OCC)c3ccccc23)CC1 | . | 0.2 | -16 | 27 | 33 | -6 | -3 | 2 | 13 | 16 | 14
CCN(CC)C(=O)C1CCCN(C(=O)CCn2nnnc2CN2CCOCC2)C1 (stereo unspecified) | -7 | -0.5 | 1 | 15 | -21 | -7 | 2 | 0 | 19 | 2 | 1
C=CCOC(=O)C1=C(C)Nc2nnnn2C1c1ccc(OC)cc1OC (stereo unspecified) | -3 | 6.1 | 0 | 8 | -10 | -1 | 1 | 6 | -11 | 10 | -3
Cc1ccccc1CNC(=O)c1ccccc1SCC(=O)NCc1ccco1 | -7 | -0.4 | 12 | 3 | -3 | -2 | . | -7 | -4 | 6 | -3
Cc1ccc(C)c(Cn2nnc3c(=O)[nH]c(C4CCN(C(=O)c5ccco5)CC4)nc32)c1 | -7 | -0.8 | 4 | 38 | -3 | -1 | 3 | 0 | 19 | -3 | -16
CCOc1ccccc1CNCC1CCCO1 (stereo unspecified) | -10 | -0.4 | 0 | -4 | -11 | 5 | -2 | 3 | 16 | 1 | -20
CCCC12CN3CC(CCC)(CN(C1)C3C(O)C(O)C(O)CO)C2=O (stereo unspecified) | . | -0.3 | 1 | -8 | 15 | -2 | 0 | 4 | 13 | 0 | 12
O=C(CCN1C(=O)c2ccncc2C1=O)Nc1ccc(F)cc1 | -3 | -1.6 | 4 | 15 | 14 | 1 | -1 | 5 | 12 | 1 | -9
C[C@H](CO)N1C[C@H](C)[C@@H](CN(C)C(=O)NC2CCCCC2)OCc2cnnn2CCCC1=O | -7 | 0.7 | 3 | -2 | 11 | -5 | . | 4 | 2 | . | -20
COc1ccc(-c2csc3ncnc(N4CCN(c5cccc(Cl)c5)CC4)c23)cc1 | . | -0.2 | -1 | 29 | 22 | -7 | 3 | 3 | 24 | 6 | -30
COc1cc(C(=O)NNC(=O)c2ccc(NC(=O)C(C)(C)C)cc2)cc(OC)c1OC | -7 | -0.6 | 1 | 9 | -6 | 8 | 0 | 3 | 4 | -13 | -4
C=CC[C@H](CC(=O)N(CCO)Cc1ccccc1)C(=O)N[C@H](COC(=O)[C@@H](CC=C)CC(=O)OC(C)(C)C)Cc1c[nH]c2ccccc12 | -2 | 6.2 | 12 | 32 | 18 | 0 | . | 5 | 3 | 13 | -4
CCOc1ccc(S(=O)(=O)N2CCC(C(=O)Nc3ccccc3N3CCCC3)CC2)cc1 | -3 | 0.2 | -5 | 5 | 6 | 1 | . | 2 | 14 | . | -19
O=C1CN(C(=O)COC(=O)CCc2ccccc2O)c2ccccc2N1 | -3 | 0.8 | 0 | 6 | -4 | 0 | . | -2 | 5 | -5 | -7
COc1ccc(-c2cc(C(=O)OCC(=O)Nc3ccc4c(c3)OCO4)c3ccccc3n2)cc1 | -19 | -1.9 | 8 | -68 | -15 | -2 | 4 | 16 | -118 | -28 | -90
COc1ccnc(Oc2ccccc2)c1C#N | -12 | 4.2 | 0 | -26 | -15 | -4 | 2 | -5 | -65 | -17 | -7
Nn1c(COc2ccccc2F)nnc1SCC(=O)NC1CCCC1 | . | 0.1 | 3 | -3 | 11 | 4 | 2 | 6 | -4 | 3 | -10

Arranged by count of non-hydrogen atoms (falling): some entries from above
SMILES | CaV13 ICDI inh | iPSC survival up | H9c2 protect | Peg3 promoter | Shn3 inh set2 | m5-HT2A agonist | NR2E3 ag-1 | PDI turbidity | HIF-2a block | TRPM1 prom inh | NR2E3 ag-2
CN(C(=O)COC(=O)c1cc(S(=O)(=O)N2CCCCC2)ccc1N1CCOCC1)C1CCS(=O)(=O)C1 (stereo unspecified) | -4 | -0.3 | 0 | 2 | -2 | 4 | -3 | 3 | 9 | -5 | -36
O=C(COC(=O)c1cccc(S(=O)(=O)N2CCN(c3ccccc3)CC2)c1)NCc1ccco1 | -2 | -2.4 | 3 | -14 | -3 | 1 | 2 | -7 | 9 | 4 | -5
CCN(CC)C(=O)C1CCCN(C(=O)CCn2nnnc2CN2CCOCC2)C1 (stereo unspecified) | -7 | -0.5 | 1 | 15 | -21 | -7 | 2 | 0 | 19 | 2 | 1

Returning to the listing, starting four compounds before the break.
SMILES | CaV13 ICDI inh | iPSC survival up | H9c2 protect | Peg3 promoter | Shn3 inh set2 | m5-HT2A agonist | NR2E3 ag-1 | PDI turbidity | HIF-2a block | TRPM1 prom inh | NR2E3 ag-2
O=C1CN(C(=O)COC(=O)CCc2ccccc2O)c2ccccc2N1 | -3 | 0.8 | 0 | 6 | -4 | 0 | . | -2 | 5 | -5 | -7
COc1ccc(-c2cc(C(=O)OCC(=O)Nc3ccc4c(c3)OCO4)c3ccccc3n2)cc1 | -19 | -1.9 | 8 | -68 | -15 | -2 | 4 | 16 | -118 | -28 | -90
COc1ccnc(Oc2ccccc2)c1C#N | -12 | 4.2 | 0 | -26 | -15 | -4 | 2 | -5 | -65 | -17 | -7
Nn1c(COc2ccccc2F)nnc1SCC(=O)NC1CCCC1 | . | 0.1 | 3 | -3 | 11 | 4 | 2 | 6 | -4 | 3 | -10
CCc1ccccc1OCC(=O)OCC(=O)c1c(N)n(C)c(=O)n(C)c1=O | -3 | 5.3 | 7 | 14 | 19 | 1 | -1 | 5 | 2 | 4 | -7
CCCCc1nc(SCCN2CCOCC2)c2c(=O)n(C)c(=O)n(C)c2n1 | 8 | 0.6 | 12 | 25 | 9 | 4 | 3 | -16 | 23 | -8 | -24
O=S(=O)(c1ccccc1)N1CCCN(S(=O)(=O)c2ccccc2)CC1 | -5 | 0.3 | -5 | 25 | 22 | 1 | -3 | -8 | 17 | . | 12
O=C(Nc1c(Cl)ccc2nsnc12)c1cccnc1 | -4 | 0.0 | 7 | 9 | 1 | 1 | 1 | -4 | 13 | 13 | -15
CN(Cc1ccccn1)C(=O)CC1C(=O)NCCN1Cc1ccc(F)cc1Cl (stereo unspecified) | -7 | -0.3 | 6 | 5 | -13 | -2 | -2 | -3 | 7 | 5 | -7
O=C1CCC(c2ccccc2)c2ccccc21 (stereo unspecified) | -5 | -0.1 | 4 | 11 | -20 | 6 | -4 | 0 | 11 | . | -11

Screening results: PubChem BioAssay, several laboratories
